Screening results from PubChem BioAssay.
SRC2 inh: inhibition of GAL4-SRC2 driven luciferase reporter, primary screen, SRC2 inhibitor project, cell-based, luminescence; AID 651957, 2012; Nuclear receptor coactivator 2 (Homo sapiens), Q15596; inhibition, % at 9 µM; actives 0.17% (n = 370,000); HEK293 GAL4-SRC2 luciferase reporter;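 active means inhibition above the mean inhibition of all tested compounds plus 3 SD, set per campaign, cut at about 52% in these data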;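 further: 0% = DMSO treated cells and 100% = cells given Gossypol at 36 µM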
NOD2-RIPK2 inh: NOD2-RIPK2 binding disruptors in cells, primary screen, fluorescence, CHO cells, BLA complementation | Receptor-interacting serine/threonine-protein kinase 2 (Homo sapiens), O43353 | CCF4 ratio | inhibition, % at 4.98 µM | actives 0.38% (n = 360,000) | AID 624267, 2012; in the data active means inhibition above about 21%;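 further: 0% = vehicle only and 100% = reference blocker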
ABHD5 PLIN5 PPI: ABHD5-PLIN5 interaction inhibitors, primary screen, cell lysate, split luciferase complementation, luminescence | Perilipin-5 (Homo sapiens) + 1-acylglycerol-3-phosphate O-acyltransferase ABHD5 (Homo … | AID 602281, 2012 | Split G. princeps luciferase complementation, 4 h | inhibition, % at 4 µM | actives 0.78% (n = 360,000);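 active means inhibition above the mean inhibition across every tested compound plus 3 SD, cut at about 22% in these data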;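 further: 0% = DMSO only wells and the 100% control is not disclosed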
Target sequence (Q00G26 whole entry, looked up): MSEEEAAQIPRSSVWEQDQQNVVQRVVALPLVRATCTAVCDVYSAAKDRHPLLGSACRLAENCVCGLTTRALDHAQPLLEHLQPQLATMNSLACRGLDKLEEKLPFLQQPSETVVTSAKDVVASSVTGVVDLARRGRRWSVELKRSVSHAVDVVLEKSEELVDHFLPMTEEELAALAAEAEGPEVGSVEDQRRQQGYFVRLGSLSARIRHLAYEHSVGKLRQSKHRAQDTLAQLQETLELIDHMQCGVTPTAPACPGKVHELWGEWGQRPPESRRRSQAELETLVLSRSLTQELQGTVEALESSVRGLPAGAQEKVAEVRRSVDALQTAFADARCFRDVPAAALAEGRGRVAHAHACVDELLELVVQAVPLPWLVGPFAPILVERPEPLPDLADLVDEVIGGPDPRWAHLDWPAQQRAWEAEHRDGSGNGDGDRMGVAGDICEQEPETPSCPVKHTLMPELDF
Target sequence (Q8WTS1 whole entry, looked up): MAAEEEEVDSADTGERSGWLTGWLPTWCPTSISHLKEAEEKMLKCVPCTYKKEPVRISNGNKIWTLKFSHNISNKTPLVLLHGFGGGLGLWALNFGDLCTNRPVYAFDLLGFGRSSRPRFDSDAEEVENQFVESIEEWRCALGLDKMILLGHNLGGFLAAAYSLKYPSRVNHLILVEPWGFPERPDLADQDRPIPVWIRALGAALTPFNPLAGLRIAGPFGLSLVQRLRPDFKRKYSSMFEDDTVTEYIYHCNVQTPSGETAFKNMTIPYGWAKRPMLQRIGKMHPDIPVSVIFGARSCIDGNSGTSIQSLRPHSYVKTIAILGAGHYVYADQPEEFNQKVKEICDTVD
ABCB6 inh MLPCN: ABCB6 transporter inhibitors, primary screen, K562-ABCB6 cells, flow cytometry, MLPCN library | ATP-binding cassette sub-family B member 6 (Homo sapiens), Q9NP58 | K562-ABCB6 porphyrin accumulation, 1 h; stronger effect = lower value | AID 602162, 2011 | fluorescence ratio to DMSO, % at 10 µM | actives 0.19% (n = 360,000);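 active means fluorescence ratio to DMSO below 75%, the collection mean minus 3 SD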;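 further: signal is porphyrin accumulated inside mitochondria; 100% equals median channel fluorescence of DMSO control wells; lower ratio means ABCB6 inhibition with less porphyrin fluorescence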
Cardio protect: cardioprotection against H2O2-induced cell death, primary screen, uHTS, H9c2 cells, ATPLite luminescence; protection from H2O2 cell death, % at 20 µM; actives 0.63% (n = 360,000); AID 588492, 2011; H9c2 cardiomyocytes, H2O2 injury protection, 2 h;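 active means compounds giving at least 50% protection of heart cells from peroxide-induced death in the single-dose screen, raw or plate-pattern-corrected value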;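 further: 0% = DMSO wells with peroxide and 100% = DMSO wells without peroxide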
HTR2A ag: mouse Htr2a agonists via beta-arrestin recruitment, primary screen, cell-based, luminescence; AID 624169, 2012; activation, % at 7.6 µM; actives 0.66% (n = 360,000); CHO-K1 mHTR2A beta-arrestin complementation; percent of 30 µM serotonin response; 5-hydroxytryptamine receptor 2A (Mus musculus), P35363;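 active means activation above a run cutoff, the mean activation of all tested compounds plus 3 SD, cut at about 14% in these data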;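 further: 0% = plate median of compound wells and 100% = 30 µM serotonin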
TLR9-MyD88 inh: inhibitors of TLR9-MyD88 association in cells, primary screen, cell-based, CHO, BLA complementation, fluorescence. CCF4 FRET ratio. actives 0.21% (n = 340,000). inhibition, % at 4.98 µM. Toll-like receptor 9 (Homo sapiens) + Myeloid differentiation primary response protein …;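 active means inhibition above the mean over all tested compounds plus 3 SD, cut at about 21% in these data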;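 further: 0% = DMSO only wells and 100% = clavulanate BLA inhibitor control wells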
MC4R ag barr: MC4R agonists recruiting beta-arrestin, primary screen, cell-based, luminescence, agonist arm of biased-ligand search | Melanocortin receptor 4 (Homo sapiens), P32245 | U2OS MC4R beta-arrestin complementation; percent of melanotan II response, DMSO zero | activation, % at 8.9 µM | actives 0.98% (n = 360,000) | AID 540308, 2011;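 active means activation above a per-plate cutoff, the mean activation of sample wells on that plate plus 3 SD, cut at about 8% in these data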
MC4R antagonist: MC4R antagonists of cAMP signaling, primary screen, cell-based, TR-FRET, antagonist arm of biased-ligand search. MC4R-expressing cells, MTII-stimulated cAMP, LANCE TR-FRET. inhibition, % at 6.5 µM. actives 0.48% (n = 360,000);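 active means inhibition above its plate's cutoff, the mean of tested wells on that plate plus 3 SD, cut at about 29% in these data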;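 further: 0% = Melanotan II alone and 100% = Melanotan II plus saturating MCL0020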
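material = U2OS cells stably expressing human melanocortin 4 receptor (MC4R) | also added = Melanotan II challenge | dosing = single nominal compound dose of 6.5 µM | detection = TR-FRET with Eu-cAMP and labeled anti-cAMP, 671 nm | replication = singlicate | timing = compound 30 min, challenge 1 h, detection 1 h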
Glyco luc inh: increase of ERlucT glycosylation luciferase signal, primary screen, N-linked glycosylation inhibitor project, D54 ERlucT cells, luminescence, set 2 | actives 0.23% (n = 360,000) | reporter increase, % at 12.5 µM | AID 588692, 2011 | D54 ERlucT glycosylation luciferase reporter, 24 h; percent of 100 nM tunicamycin response;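 active means mean luciferase reporter signal, scaled so untreated is 0 and the glycosylation-blocking control 100, at or above a set limit in every replicate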;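 further: luciferase carries N-glycosylation sites so blocking glycosylation raises the light; 0% = median of neutral control wells and 100% = median of 100 nM tunicamycin wells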
An asterisk follows results filed as active; / = no result given; & = joins results of further samples.

SMILES	SRC2 inh	NOD2-RIPK2 inh	ABHD5 PLIN5 PPI	ABCB6 inh MLPCN	Cardio protect	HTR2A ag	TLR9-MyD88 inh	MC4R ag barr	MC4R antagonist	Glyco luc inh
CC1(C)C(c2cccs2)=[N+]([O-])C2(CCCCC2=O)N1O (stereo not given)	19	-3	1	101	2	-3	0	1.8	30*	0
COC(=O)c1cccc(NC(=O)COc2cccc([N+](=O)[O-])c2)c1	-8	-1	-5	104	6	0	-1	2.5	-4	-1
COc1ccc(NC(=O)CCCc2nc3ccccc3c(=O)[nH]2)cc1Cl	-15	15	4	100	57*	-2	-12	-0.5	11	2
CS(=O)(=O)N(CC(=O)N1CCN(c2ccccc2F)CC1)c1cccc(C(F)(F)F)c1	19	-3	4	99	-10	0	7	-1.5	8	-1
Cc1ccccc1OCC(=O)OCC(=O)Nc1ccc2c(c1)OCO2	0	-9	6	97	6	-6	-8	0.1	10	1
CCOC(=O)CN1C(=O)N[C@@H](c2ccccc2)[C@H](C(C)=O)[C@H]1C	-11	3	-3	101	4	-6	1	0.9	3	0
COCCNC(=O)C1(C)CCN(C(=O)c2ccc3c(c2)C(C)(C)CCC3(C)C)C1 (stereo not given)	-26	-14	6	97	0	2	/	0.8	14	5
COc1ccc(CN(CC(=O)NC2CCCCC2)C(=O)CCC(=O)Nc2nccs2)cc1	-28	-5	-2	100	1	6	3	1.0	2	1
CCOc1ccccc1C(=O)Nc1ccc2c(c1)C(=O)NC2=O	-31	-7	-8	105	4	-5	-7	-1.6	-4	-1
CCOC(=O)C(NC(C)=O)C(=O)Nc1ccc(C)cc1C (stereo not given)	22	2	8	100	3	-1	1	2.2	-6	-2
O=C(Cc1ccc(Cl)cc1)c1c[nH]c(C(=O)NCCCN2CCOCC2)c1	12	4	-3	93	12	-6	-9	-4.1	7	2
CC1Cc2ccccc2N1C(=O)CN1C(=O)NC(C)(CCc2ccccc2)C1=O (stereo not given)	12	-6	-3	98	5	-2	7	-3.6	-1	1
CCCN1CCN(CCCNC(=O)CN2C(=O)C(CC)Oc3ccccc32)CC1 (stereo not given)	28	4	3	106	3	-3	-3	0.9	-4	-3
CN1CCO/C1=C(\C(Cl)=C(Cl)Cl)[N+](=O)[O-]	-36	0	2	103	-4	0	-4	-0.8	3	0
CNC(=O)COC(=O)CNC(=O)c1cc(Cl)cc([N+](=O)[O-])c1	18	6	-1	90	16	7	2	-1.8	8	2
CCOC(=O)c1sc(NC(=O)CSc2ncccn2)c(C#N)c1C	-8	-3	7	97	7	-5	4	0.3	-7	1
Cn1c(=O)n(C)c2cc([N+](=O)[O-])c(N3CCN(C(=O)c4ccccc4)CC3)cc21	1	1	0	88	-7	3	-1	-1.8	3	3
CC1CCN(CC(O)COc2ccc(-c3ccccc3)cc2)CC1 (stereo not given)	-18	-6	2	97	2	-14	-10	2.4	2	-1
Cn1c(N2CCCC2)nc2c1c(=O)[nH]c(=O)n2C	-20	6	-6	98	-3	2	-1	0.3	2	0
CCN(CC)Cc1nc2c(c(=O)[nH]1)C(CC)(CC)Cc1ccccc1-2	33	-14	1	101	10	5	-10	1.7	-3	2
Brc1ccc(/C=N/n2cnnc2)s1	0	-2	-4	86	-5	6	-14	-1.6	0	0
O=C1CCC(C(=O)N2CCCCO2)CN1Cc1ccc(Cl)cc1 (stereo not given)	-4	-2	0	95	0	4	-2	-1.5	3	0
CC(=O)c1ccc(-c2cnc3c(NC=O)cc(-c4cccc(C(=O)N(C)C)c4)cn23)cc1	4	13	4	96	76*	6	/	2.5	-1	-2
O=C(CN1CCOCC1)Nc1nc(-c2ccccc2Cl)cs1	-3	5	7	95	12	1	0	0.9	6	1
CS(=O)(=O)N(CC(=O)NCC1CCCO1)c1ccc(F)c(Cl)c1 (stereo not given)	7	5	-2	103	9	10	1	-2.2	9	0
Cc1ccccc1NC(=O)CCC(=O)N/N=C/c1cc([N+](=O)[O-])ccc1O	19	0	-3	97	44	-5	-5	0.1	4	3
C=CCN1C(=O)c2ccc(C(=O)NCCc3ccc(OC)c(OC)c3)cc2C1=O	-19	-11	-4	99	14	7	3	2.2	-1	0
NC(=NCCc1ccccc1)NS(=O)(=O)c1ccccc1F	2	6	0	95	-3	-7	11	-1.3	3	1
COc1ccccc1N1CCN(S(=O)(=O)c2cc(C)sc2C)CC1	-23	-12	2	97	2	-2	-1	0.7	-5	-3
Cc1cccc(NC(=O)CCCc2ccccc2)c1C	-25	-3	-1	99	-8	2	-1	-0.4	-4	0

Next section; the last 2 above are carried over.
SMILES	SRC2 inh	NOD2-RIPK2 inh	ABHD5 PLIN5 PPI	ABCB6 inh MLPCN	Cardio protect	HTR2A ag	TLR9-MyD88 inh	MC4R ag barr	MC4R antagonist	Glyco luc inh
COc1ccccc1N1CCN(S(=O)(=O)c2cc(C)sc2C)CC1	-23	-12	2	97	2	-2	-1	0.7	-5	-3
Cc1cccc(NC(=O)CCCc2ccccc2)c1C	-25	-3	-1	99	-8	2	-1	-0.4	-4	0
Cc1cc(C)c(S(=O)(=O)c2ccccc2)c(OC(=O)c2cc(F)c(F)cc2Cl)n1	-8	-3	2	92	1	-2	-6	-0.2	3	3
Cc1cc(C)c(NC(=O)C2=COCCO2)c(C)c1	-51	-7	2	91	2	3	12	-2.9	1	1
CC[C@]12c3[nH]c4ccccc4c3CCN1C(=O)C(CC(=O)NC/C=C(\C)CCC=C(C)C)C[C@@H]2C(=O)N1CCN(C(=O)C2CC2)CC1 (stereo not given in full)	-27	-4	-1	99	-9	-3	-4	-2.6	6	2
Cc1c(C(=O)NC(=S)NCC(C)C)oc2ccccc12	-2	4	0	106	-6	-1	7	-0.8	15	1
Cc1cc(NC(=O)c2cc3ccccc3oc2=O)no1	-30	3	2	98	-4	-2	1	-2.1	2	0
CCOc1ccccc1N(CC(=O)NCC1CCCO1)C(=O)CNS(=O)(=O)c1ccccc1 (stereo not given)	-30	-1	7	105	2	0	-2	1.3	-7	-2
CN(C(=O)COC(=O)C1CCN(S(=O)(=O)c2c(Cl)cccc2Cl)CC1)c1ccccc1	-42	8	-7	99	-3	4	2	-2.0	11	-1
CCOC(=O)c1sc(Nc2nc3c(OC)cccc3s2)cc1C	-39	-5	-2	94	-22	2	4	2.2	-8	1
O=C(N=Nc1c(O)[nH]c2ccccc12)c1ccccc1NS(=O)(=O)c1cccs1	12	-14	8	99	5	2	-1	1.4	-5	-1
O=C(Nc1ccc([N+](=O)[O-])cc1)c1cccc(S(=O)(=O)Nc2cccnc2)c1	19	-13	1	102	1	-5	9	-1.2	10	3
CC1CCCCN1C(=O)CSc1nc2c(c(=O)n(C)c(=O)n2C)n1C (stereo not given)	-8	6	-2	164	3	-4	-3	0.0	3	3
COc1ccc(C)cc1Nc1nc(N)c2cc(OC)c(OC)cc2n1	/	2	-5	100	-20	-11	8	-2.7	-6	-8
O=C(c1ccc(Br)o1)N1CCN=C1SCc1cccnc1	4	-5	-13	100	6	-3	1	-0.4	1	-1
COc1ccc(-c2nnc(SCC(=O)NCCc3ccc(S(N)(=O)=O)cc3)o2)cc1OC	-11	3	4	93	0	3	-1	-0.9	15	0
Cc1ccccc1NC(=O)NC1(C(=O)N2CCC(O)CC2)CCCCC1	14	-12	1	97	3	-6	-3	1.8	3	4
CCO/C([O-])=N/c1c[n+](N2CCOCC2)no1	1&1	-5&-8	0&4	95&98	-3&11	5&0	9&14	-1.6&-0.7	-1&-2	2&2
CCOC(=O)c1ccc(N(C(=O)c2ccco2)C(C(=O)NC2CCCCC2)c2ccncc2)cc1 (stereo not given)	23	0	1	99	8	0	-4	-1.8	14	3
O=C(Nc1ccc(N2CCOCC2)c(Cl)c1)c1cccc(F)c1	-33	0	-4	106	-9	1	0	-0.2	3	-4
Cc1ccn2cc(-c3cc4ccccc4oc3=O)nc2c1	-55	-8	4	84	-13	5	-5	5.8	1	-22
Cc1ccc2nc(Cl)c(C3CC(c4cccs4)=NN3C(=O)CCCC(=O)O)cc2c1 (stereo not given)	-4	2	1	93	5	4	-9	0.9	24	2
Cc1ccc(OCC(=O)NC(=S)Nc2ccccn2)c(Br)c1	35	-4	-11	97	-17	1	4	8.6*	-9	-21
Cc1cn(C)c(=O)n(C)c1=O	8	-20	0	100	4	-1	-1	0.0	6	1
COCCN(C(=O)COc1ccc(Cl)cc1)c1nnc(-c2cccnc2)s1	-14	4	4	130	-5	2	1	0.0	10	1
O=C(COc1ccc(Cl)cc1)N(Cc1cccs1)C1CCS(=O)(=O)C1 (stereo not given)	4	-14	9	101	-3	-1	1	0.3	17	-2
CC(=O)Nc1ccc(C(=O)CSc2nnnn2C)cc1	3	3	-3	99	4	3	0	0.5	21	0
CN(C)c1ccc(C(=O)C(=O)c2ccccc2)cc1	-20	1	2	100	6	-1	7	-3.0	2	-1
c1nc(NC2CCCC2)c2[nH]cnc2n1	9	-10	9	97	-6	-1	6	-0.6	13	-5
COc1ccc(NC(=O)N(C)C[C@H]2OCc3cn(nn3)CCCC(=O)N([C@@H](C)CO)C[C@@H]2C)cc1	13	12	3	97	6	5	9	-0.2	2	3
O=S(=O)(c1ccc(NC(=S)N/N=C/c2ccc(N3CCOCC3)cc2)cc1)N1CCOCC1	-14	2	-16	96	1	4	-4	-3.1	3	0
COCC(C)n1c(C)cc(C(=O)COC(=O)c2oc3ccccc3c2C)c1C (stereo not given)	-2	-3	1	93	-21	4	14	-0.6	11	-2
CCCCOc1ccc(C(=O)N/C(=C/C=C/c2ccccc2)C(=O)N2CCOCC2)cc1	-46	7	-12	83	-4	-3	-8	-2.0	3	0
O=C(C[n+]1cccc(CNC(=O)c2ccc(OC(F)F)cc2)c1)c1ccccc1	7	-6	2	103	-2	-1	7	-1.8	2	2
CC1=CC(C)(C)Nc2ccc(Cc3ccc4c(c3)C(C)=CC(C)(C)N4)cc21	8	-2	-12	98	-15	-4	-3	-0.8	19	-3

This is a subset; count on the stated rates, not on these rows.
